Compound activity as filed in PubChem.
Efa HMGR inh: inhibitors of E. faecalis class II HMGR, primary screen, biochemical, Enterococcus faecalis. AID 1066, 2008. purified E. faecalis HMGR, NADPH absorbance 340 nm kinetic. HMG-CoA reductase (Enterococcus faecalis, mvaE). 0.41% of 190,000 active. inhibition, % at 10 µM;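 active = inhibition above a set limit, the median over all tested compounds plus 3 SD, cut at about 9.5% in these data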;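 also: enzyme runs in reverse so mevalonate oxidation gives rising NADPH absorbance; 0% = complete reaction with DMSO and 100% = background rate lacking mevalonate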
G6PDH CS: L. mesenteroides G6PDH inhibitors, counter-screen for G6PDH-coupled screening assays, biochemical, Leuconostoc mesenteroides enzyme. glucose-6-phosphate dehydrogenase [Leuconostoc mesenteroides]. inhibition, % at 5 µM. AID 1020, 2008. Purified L. mesenteroides G6PDH, diaphorase/resazurin coupled fluorescence, 45 min. 0.12% of 200,000 active; in the data active = inhibition above about 50%
TNAP inh hiacc: human TNAP enzyme inhibitors, primary screen, biochemical, luminescent, high phosphate acceptor level, uHTS; 0.03% of 200,000 active; AID 1135, 2008; inhibition, % at 20 µM; purified TNAP, CDP-star luminescence, 1 M DEA; Alkaline phosphatase, tissue-nonspecific isozyme (Homo sapiens), P05186;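 active = over 50% inhibition of tissue-nonspecific alkaline phosphatase at 20 µM in the single-dose screen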;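 also: plate controls were DMSO wells for no effect and EDTA-quenched wells as full inhibition for full effect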
Target sequence (P05186 whole entry, looked up): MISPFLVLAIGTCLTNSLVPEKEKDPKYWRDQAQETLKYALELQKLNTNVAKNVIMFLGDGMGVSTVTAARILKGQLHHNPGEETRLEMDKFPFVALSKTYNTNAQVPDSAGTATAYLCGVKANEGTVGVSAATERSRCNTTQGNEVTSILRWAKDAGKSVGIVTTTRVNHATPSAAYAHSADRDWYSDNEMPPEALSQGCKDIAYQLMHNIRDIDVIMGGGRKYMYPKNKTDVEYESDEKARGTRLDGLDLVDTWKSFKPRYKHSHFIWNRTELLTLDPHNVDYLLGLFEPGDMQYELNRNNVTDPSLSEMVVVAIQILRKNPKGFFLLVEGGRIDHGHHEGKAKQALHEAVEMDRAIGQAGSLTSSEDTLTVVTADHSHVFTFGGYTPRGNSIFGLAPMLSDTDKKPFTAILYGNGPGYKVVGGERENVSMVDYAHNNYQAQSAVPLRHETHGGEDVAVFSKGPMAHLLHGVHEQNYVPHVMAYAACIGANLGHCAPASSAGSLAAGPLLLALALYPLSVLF
PMI act hi M6P: human PMI activators, high substrate, primary screen, biochemical, fluorescence intensity, near-saturating mannose 6-phosphate; coupled PMI enzyme assay, resazurin fluorescence, 20 min; stronger effect = higher value; 1 = untreated enzyme, 0 = substrate-free blank; activation factor at 20 µM; 0.34% of 190,000 active; AID 1216, 2008;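 active = activation factor of 2 or more at 20 µM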
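assay system = human phosphomannose isomerase with PGI, G6PDH, diaphorase coupling enzymes | quantity = 15 ng/mL PMI | incubation = enzyme reaction with compound 20 min at room temperature | medium = HEPES pH 7.4 buffer with MgCl2 and Tween-20 | compound dosing = one concentration, 20 µM, in 1% DMSO | measured by = Diaphorase-driven resazurin-to-resorufin fluorescence, excitation 544, emission 590 nm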
PMI act: activators of human PMI, primary screen, biochemical, fluorescence intensity, near-Km mannose 6-phosphate; Mannose-6-phosphate isomerase (Homo sapiens), P34949; purified human PMI, coupled resazurin fluorescence, 20 min; stronger effect = higher value; 1 = vehicle control, 0 substrate-free wells; activation factor at 20 µM; 0.005% of 190,000 active; AID 1214, 2008;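 active = activation factor of 2 or more at 20 µM, relative to plate controls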
Diaph act CS: compounds boosting diaphorase resazurin reduction – biochemical, uHTS, resorufin fluorescence, counter-screen for diaphorase-coupled primary assays, primary screen. activation factor at 20 µM. Diaphorase/resazurin coupled assay, 16 min; stronger effect = higher value; 1 = vehicle wells, 0 = NADH-free wells. 0.005% of 190,000 active;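 active = diaphorase activity raised at least twofold by the compound at 20 µM; inactive = activation factor below 2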
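Measured by – red resorufin fluorescence at 544/590 nm excitation/emission · Test system – Clostridium kluyveri diaphorase, purified enzyme · Incubation – reaction time 16 min, room temperature · Buffer or medium – 50 mM HEPES pH 7.4 with 4.542 mM MgCl2, 0.005% Tween 20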
FLuc act counter: FLuc activators, initial screening, artefact control for FLuc-dependent activation tests, biochemical, ATPlite luminescence; activation factor at 10 µM; AID 1027, 2008; Luciferin 4-monooxygenase (Photinus pyralis), P08659; ATPlite luciferase biochemical, 10 min; 0 = ATP-free wells, 1 = DMSO control; 200,000 tested, under 10 active;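 active = luciferase activation factor, scaled between plate controls, of at least 2 with compound at 10 µM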
Target sequence (P08659 whole entry, looked up): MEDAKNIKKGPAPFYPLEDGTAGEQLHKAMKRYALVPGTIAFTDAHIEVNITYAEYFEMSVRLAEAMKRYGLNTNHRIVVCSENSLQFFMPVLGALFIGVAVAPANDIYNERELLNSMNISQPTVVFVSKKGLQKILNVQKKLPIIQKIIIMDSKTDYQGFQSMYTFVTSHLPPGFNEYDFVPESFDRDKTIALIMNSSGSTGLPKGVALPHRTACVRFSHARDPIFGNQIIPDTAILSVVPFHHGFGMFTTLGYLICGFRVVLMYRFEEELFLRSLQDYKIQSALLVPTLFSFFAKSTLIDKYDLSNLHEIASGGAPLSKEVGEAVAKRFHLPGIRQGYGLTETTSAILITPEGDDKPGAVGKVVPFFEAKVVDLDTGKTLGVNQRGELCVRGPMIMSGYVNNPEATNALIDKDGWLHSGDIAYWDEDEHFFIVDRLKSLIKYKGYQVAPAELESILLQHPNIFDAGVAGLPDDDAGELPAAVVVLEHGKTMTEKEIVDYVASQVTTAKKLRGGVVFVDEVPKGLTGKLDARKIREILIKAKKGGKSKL
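assay system = Luciferase/luciferin detection reagent, cell-free biochemical luciferase assay | also added = ATP substrate | times = 10 min post-reagent at room temperature | measured by = luminescence from luciferase reaction | measure = luciferase activation, seen as luminescence increase over controls | benchmarks = low control with PBS replacing ATP, high control enzyme plus ATP without compound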
TNAP act hi DEA: TNAP activators at high phosphate acceptor level, primary screen, biochemical, luminescence, uHTS; Alkaline phosphatase, tissue-nonspecific isozyme (Homo sapiens), P05186; purified TNAP, CDP-star luminescence, 1 M DEA, 30 min; stronger effect = higher value; 0 = EDTA background, 1 = DMSO-only activity; activation factor at 20 µM; 200,000 tested, under 10 active; AID 1136, 2008;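 active = activation factor at least 2 at 20 µM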
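Test system – human TNAP · Doses – 20 µM single point · Incubation – 30 min, room temperature · Signal – luminescent substrate turnover signal · Read-out basis – activation factor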
Diaph inh CS: diaphorase inhibitors and chemical oxidizers, primary screen, counter-screen for diaphorase-coupled primary assays, biochemical, uHTS, resorufin fluorescence; diaphorase resazurin-to-resorufin fluorescence, NADH, 16 min; bacterial (C. kluyveri) enzyme, not human; inhibition, % at 20 µM; 0.69% of 190,000 active; AID 1217, 2008;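 active = primary screen inhibition at 20 µM above a set limit, cut at about 50% in these data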;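 also: plate controls were DMSO with full reaction for no effect and wells lacking NADH for full effect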
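Test system: diaphorase enzyme from Clostridium kluyveri; amount: diaphorase at 0.14 U/mL in enzyme working solution; detection: fluorescence of resorufin formed from resazurin, Ex 544/Em 590 nm; times: reaction incubation of 16 min at room temperature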
TNAP inh noacc: human TNAP enzyme inhibitors, primary screen, biochemical, luminescent, no phosphate acceptor, uHTS; Alkaline phosphatase, tissue-nonspecific isozyme (Homo sapiens), P05186; purified TNAP, CDP-star luminescence, 30 min; inhibition, % at 20 µM; 0.26% of 200,000 active; AID 1012, 2008;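 active = tissue-nonspecific alkaline phosphatase inhibition above about 50% at 20 µM in the single-dose screen, limit read from the data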;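 also: 0% = DMSO negative control and 100% = EDTA positive control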
The depositor's hits bear a star; / = no result given.

Below each compound: Efa HMGR inh, G6PDH CS, TNAP inh hiacc, PMI act hi M6P, PMI act, Diaph act CS, FLuc act counter, TNAP act hi DEA, Diaph inh CS, TNAP inh noacc
COc1ccc(NS(=O)(=O)c2ccc(OCC(=O)N3CCCC3)cc2)cc1
 : 0, -9, -6, 1, 0.9, 1, 1, 1.1, 3, -12
Cc1ccc(-c2nn(-c3ccccc3)cc2CN(C)C(=O)CCC(=O)O)cc1C
 : /, 2, 0, 0.9, 1, 1, 0.9, 1, 0, 3
O=C(Nc1cccc(-c2nc3cccnc3s2)c1)C1c2ccccc2Oc2ccccc21
 : -1, 8, 1, 1.1, 1, 0.8, 1.1, 1, 19, -4
C1CNC(C23CC4CC(CC(C4)C2)C3)=N1
 : -3, 7, -6, 0.9, 0.9, 0.7, 1.1, 1.1, 27, -11
O=C(c1ccc(Br)o1)N1CCN(c2ccc3nnc(-c4ccc(F)cc4)n3n2)CC1
 : -6, -42, -5, 0.9, 0.9, 0.7, 1.1, 1, 28, -15
CC(CC1CC(C)(C)OC1=O)C(=O)Nc1nncs1 (stereo unspecified)
 : -2, 5, -10, 1, 1, 0.9, 1.1, 1.1, 10, 2
COC(=O)C[n+]1cccc2ccccc21
 : 1, 15, -7, 1.3, 1.1, 1, 1, 1.1, 2, -33
COc1ccc(-n2cc(CNCc3cnc4ccccn34)c(-c3cccc(F)c3)n2)cc1
 : -1, 21, -4, 0.9, 0.9, 1.1, 0.9, 1, -13, -1
CCOC(=O)N1CCN(C(=S)NC(=O)c2cncc(Br)c2)CC1
 : -1, 8, -3, 0.9, 0.9, 0.8, 1, 1, 24, -14
COc1cccc(NC(=O)c2ccc(NCCCN3CC(C)CC(C)C3)c([N+](=O)[O-])c2)c1 (stereo unspecified)
 : -5, 6, 2, 1.1, 1.2, 0.9, 1.1, 1, 13, -8
O=C(COC(=O)/C=C/c1ccccc1)Nc1cc(C(F)(F)F)ccc1N1CCOCC1
 : -4, -3, 1, 1, 0.9, 0.9, 1, 1, 6, -6
O=C(CSc1nnc(SCc2cccc3ccccc23)s1)N=Nc1c(O)[nH]c2ccccc12
 : 4, -8, -2, 1, 1, 1, 1.1, 1, 3, -27
Cc1ccc(C(=O)c2sc3nc4c(cc3c2N)CCC4)cc1
 : -4, -6, 2, 0.7, 1, 1, 1, 1, 5, -6
CCOCCCNC(=O)c1cn(C)c(=O)c2cc(OC)c(OC)cc12
 : -5, -13, -2, 0.9, 0.9, 0.8, 1.1, 1, 22, -19
COc1cc(CCC(=O)Nc2cccc(S(=O)(=O)N(C)C)c2)cc(OC)c1OC
 : 0, 17, -5, 0.9, 0.9, 0.9, 1, 1.1, 13, -13
CN(C(=O)COc1ccccc1C(=O)NCCOc1ccccc1)c1ccccc1
 : -5, 0, -5, 0.9, 0.9, 0.7, 1, 1, 28, -9
Cc1nc(Cl)sc1C(=O)Nc1cccc(Cl)c1C
 : -4, 3, -4, 1, 1.1, 0.9, 1, 1, 8, -9
CC1(C)CC(NC(=O)CC2CCCCC2)CC(C)(C)N1
 : -1, -6, -6, 1, 1, 0.9, 1.1, 1.1, 15, -9
CNC(=S)N(Cc1ccc(OC)cc1)C1CC(=O)N(c2ccc(Cl)cc2)C1=O (stereo unspecified)
 : -7, 3, 0, 1.1, 1.1, 1, 1, 1, -2, 10
Cc1cc(C)cc(NC(=O)C(=O)NCCCN2CCOCC2)c1
 : -3, -2, -2, 1, 1.1, 1, 1, 1, 2, -7
COc1cccc(-n2c([S-])c(C(=O)Nc3ccc(C(F)(F)F)cc3)[n+]3ccccc23)c1
 : 4, 0, 3, 1, 1, 1, 1, 1, -4, 2
Cc1ccccc1NC(=O)c1cc(S(=O)(=O)N2CCOCC2)cs1
 : -3, -3, -2, 1, 1, 0.9, 1.1, 1, 13, -9
COc1cc2[nH]c(=S)nc(NCCc3ccc(C)cc3)c2cc1OC
 : -4, 2, -3, 1, 1, 1.1, 1, 1, -10, -15
CCO[C@H]1OC(C(=O)NCc2ccccc2)=C[C@@H](C2CCCCC2)[C@@H]1CCCO
 : -3, 8, -5, 1, 0.9, 0.7, 1.1, 1.1, 30, -9
COc1ccc(CSc2nnc(C)n2N)cc1Br
 : 0, 2, -3, 0.9, 1, 0.9, 1, 1, 11, -10
COC(=O)c1ccc(NC(=O)CNS(=O)(=O)c2cccs2)cc1
 : -3, 14, -10, 1, 0.9, 0.9, 1, 1.1, 8, -10
COCCn1nnnc1C(C(C)C)N(Cc1cccnc1)Cc1cc2cc(OC)ccc2[nH]c1=O (stereo unspecified)
 : -3, 2, 1, 0.9, 0.9, 0.9, 1.1, 1, 6, -6
Cn1c(NC(=O)c2cc(Br)ccc2Cl)cc(=O)n(C)c1=O
 : -5, 0, -3, 1.1, 1, 0.9, 1, 1, 9, -11
COc1ccccc1N(CC(=O)N/N=C/c1c(O)ccc2ccccc12)S(C)(=O)=O
 : 1, -12, 5, 1.1, 1, 0.7, 1, 1, 31, 44
CCCCCOc1ccc(CSc2ncn[nH]2)cc1
 : 2, 4, -1, 1, 1, 0.9, 0.8, 1, 13, -3

Some entries already given, showing only PMI act, TNAP act hi DEA and PMI act hi M6P:
molecule	PMI act	TNAP act hi DEA	PMI act hi M6P
Cc1ccccc1NC(=O)c1cc(S(=O)(=O)N2CCOCC2)cs1	1	1	1
COc1cc2[nH]c(=S)nc(NCCc3ccc(C)cc3)c2cc1OC	1	1	1
CCO[C@H]1OC(C(=O)NCc2ccccc2)=C[C@@H](C2CCCCC2)[C@@H]1CCCO	0.9	1.1	1
COc1ccc(CSc2nnc(C)n2N)cc1Br	1	1	0.9

Next compounds
Below each compound: Efa HMGR inh, G6PDH CS, TNAP inh hiacc, PMI act hi M6P, PMI act, Diaph act CS, FLuc act counter, TNAP act hi DEA, Diaph inh CS, TNAP inh noacc
COc1cc(/C=N/NC(=O)Cc2ccccc2)ccc1Oc1ccc([N+](=O)[O-])cc1[N+](=O)[O-]
 : 4, 4, 2, 1, 0.9, 0.9, 1, 1, 14, -7
CC(C(=O)c1c[nH]c(C(=O)N=CN(C)C)c1)c1ncc(C(F)(F)F)cc1Cl (stereo unspecified)
 : -6, -1, 2, 1, 0.9, 0.9, 1, 1, 7, -7
CN(CC(=O)Nc1ccc(N2CCOCC2)cc1)Cc1c(O)ccc2ccccc12
 : -2, 21, -6, 0.4, 0.7, 1, 1.1, 1.1, 0, 2
C=CCn1c(C(CCCC)CC(O)COCCC)n[nH]c1=S (stereo unspecified)
 : -3, 7, -1, 1.1, 1, 1.1, 1, 1, -6, 16
O=C(COC(=O)c1cc[n+]([O-])cc1)Nc1ccc([N+](=O)[O-])cc1Cl
 : -5, 12, -1, 1.1, 1.1, 1, 1, 1, -2, -2
CCSc1nc(C)cc(Oc2ccc(=O)n(C)n2)n1
 : -3, -1, 2, 1.1, 1, 1, 1, 1, -4, -4
CCCc1nnc(NC(=O)c2cc3ccccc3oc2=O)s1
 : -1, 5, -9, 1.1, 1.1, 1.2, 1, 1.1, -15, 5
Cc1onc(-c2ccccc2Cl)c1C(=O)N1C=CC(C(F)(F)Cl)=NCC1
 : 4, 0, -2, 0.9, 0.9, 0.9, 1.1, 1, 15, -9
Cc1ccsc1C(=O)N1CCCC(C(=O)c2cc(F)ccc2F)C1 (stereo unspecified)
 : -5, 10, -9, 1.1, 1, 0.8, 1.1, 1.1, 22, -11
COc1cc2c(cc1OC)C(Nc1ccc(S(N)(=O)=O)cc1)=NC(C)(C)C2
 : -2, -2, -9, 1, 1.1, 0.9, 1.1, 1.1, 8, -18
O=C(CCNC(=O)c1ccccc1Cl)Nc1nnc(C2CC2)s1
 : -4, 6, -1, 1, 1.1, 0.9, 1, 1, 6, -6
Cc1cc([N+](=O)[O-])cc(C)c1OCC(=O)N/N=C/c1ccc(OC(=O)c2ccccc2)cc1
 : -7, 8, 1, 1, 0.9, 0.9, 1, 1, 11, 0
CC(=O)Nc1cccc(-c2nnc(SCc3ccccc3C#N)n2C)c1
 : -7, 2, -5, 1, 1, 0.9, 1, 1, 6, -10
O=C(Cn1cc2c(n1)CCCC2)Nc1ccccc1Br
 : 2, 5, -2, 1.1, 1.1, 1, 1, 1, 4, -11
CCc1cccc(C)c1NC(=O)CN(C)Cc1cccc(F)c1
 : 3, -12, 5, 1, 0.9, 0.9, 1, 0.9, 5, -2
COC(=O)C(C(=O)OC)C(C(=O)OC)C(C(=O)OC)C(=O)OC
 : -6, 5, -3, 0.9, 1, 1, 1, 1, 3, -8
O=C(CNS(=O)(=O)c1ccc(Br)s1)N1CCCC1
 : -5, -21, -7, 0.9, 1, 0.9, 1.1, 1.1, 7, -10
Nc1ccccc1-c1nnc(-c2ccc(-c3ccccc3)cc2)o1
 : 7, -8, 2, 1, 0.9, 1, 0.6, 1, 5, -5
COc1ccc(CCN=C(N)NS(=O)(=O)c2ccccc2)cc1
 : 1, 5, 0, 1, 1, 0.9, 1, 1, 5, -1
c1cncc(-c2noc(-c3cccc4ccccc34)n2)c1
 : 1, 0, -2, 1, 1, 1, 0.8, 1, -1, -5
Cc1sc2ncnc(NCc3ccco3)c2c1C
 : -8, 14, 0, 0.8, 0.9, 0.8, 1, 1, 21, -7
S=C(NCCc1ccccc1)NCC1CCCO1 (stereo unspecified)
 : -2, 5, -1, 1.1, 1.1, 1, 1, 1, -4, -9
CN(C(=O)COC(=O)c1cc(Br)c(Br)s1)C1CCS(=O)(=O)C1 (stereo unspecified)
 : -1, 6, 0, 1.1, 1.1, 1, 1.1, 1, 3, 6
Brc1ccc(OCCCN2CCOCC2)cc1
 : 0, 3, 0, 1, 1, 1, 1, 1, 5, -8
Cc1cc(-c2ccc(C(=O)O)s2)cnc1N
 : 0, 1, -3, 1, 1.1, 0.9, 1, 1, 6, -8
